STEP block: STEP (human) phosphatase inhibition; P54829; recombinant STEP, OMFP fluorogenic substrate, fluorescence; inhibition, % at 20 µM; 0.25% of 360,000 active; AID 588621;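 active = inhibition at 20 µM, scaled per plate between control wells, above about 37%, limit read from the data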;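 note: 0% = DMSO with enzyme and substrate and 100% = substrate only without enzyme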
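Material: STEP (striatal-enriched tyrosine phosphatase) enzyme, cell-free | Medium: 50 mM Bis-Tris pH 6.0 with 2.5 mM DTT and 0.005% Tween 20 | Read-out: Percent inhibition scaled to no-enzyme and uninhibited-enzyme controls, plate-pattern corrected | Signal: Fluorescence read at 480 nm ex / 540 nm em | Times: 20 min reaction, room temperature, in the dark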
DNMT1 block: DNMT1 (human) enzyme inhibition. P26358. DNMT1 molecular beacon, Hinp1I cleavage, fluorescence. inhibition (reported as % activation of signal), % at 10 µM. 0.83% of 360,000 active. AID 588458; in the data active = inhibition above about 50%
Scp1 inh: inhibitors of human Scp-1 phosphatase; Recombinant Scp1, phosphopeptide, malachite green phosphate absorbance; 0.88% of 340,000 active; Q9GZU7; inhibition, % at 20 µM;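 active = inhibition above about 50% at 20 µM, limit read from the data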;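 note: plate controls were DMSO wells with enzyme for no effect and wells lacking enzyme for full effect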
Target sequence (Q9GZU7 76-261 limits assumed): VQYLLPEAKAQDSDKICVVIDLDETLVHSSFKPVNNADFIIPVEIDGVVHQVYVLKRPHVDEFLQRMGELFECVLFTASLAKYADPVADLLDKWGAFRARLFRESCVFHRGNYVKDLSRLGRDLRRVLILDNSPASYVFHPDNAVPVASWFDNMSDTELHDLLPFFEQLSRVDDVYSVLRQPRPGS
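System: truncated SCP-1 phosphatase (76-261aa); medium: Tris acetate buffer pH 5.5 with MgCl2 and Tween-20; incubation: 45 min room-temperature reaction, 5 min colour, 30 min stabiliser; compound: single 20 µM dose, 1% DMSO; reagent: Phosphorylated 17-residue peptide substrate; read-out: % inhibition at 20 µM; technique: colorimetric free-phosphate detection, absorbance 630 nm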
Rpn11 block: inhibitors of human proteasome Rpn11 | O00487 | human 26S proteasome, Ub4-pepOG fluorescence polarization; 20S core pre-blocked with epoxomicin | calls only at 20 µM | 0.59% of 360,000 active;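 active = inhibition at 20 µM, scaled to each plate's controls, above about 33%, limit read from the data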
Target sequence (O00487 whole entry, looked up): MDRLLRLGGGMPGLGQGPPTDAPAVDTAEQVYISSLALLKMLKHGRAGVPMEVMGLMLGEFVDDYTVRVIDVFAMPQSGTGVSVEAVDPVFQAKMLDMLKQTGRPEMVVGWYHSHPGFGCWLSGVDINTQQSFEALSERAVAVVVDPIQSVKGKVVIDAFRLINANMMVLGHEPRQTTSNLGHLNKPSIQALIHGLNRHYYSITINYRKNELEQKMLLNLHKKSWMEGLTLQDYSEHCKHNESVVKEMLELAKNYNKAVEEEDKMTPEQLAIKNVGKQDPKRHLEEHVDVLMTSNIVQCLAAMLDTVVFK
CSN deneddyl inh: inhibitors of human CSN-mediated cullin deneddylation; Q92905; Purified CSN, SCF-Nedd8-OG deneddylation, fluorescence polarization; inhibition, % at 12.5 µM; 0.38% of 360,000 active;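 active = pattern-corrected inhibition above about 35%, with an unprinted fluorescence ratio check between 0.5 and 1.5, limit read from the data, passing the limit was not always enough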;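 note: 0% = enzyme with substrate and 100% = substrate without enzyme; some results filed as inactive read as strong as hits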
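Assay system: purified human Csn5 enzyme expressed in HEK293T cells; Input: 0.24 nM Csn5 enzyme, final concentration; Reagent: 10 nM SCFSkp2-Nedd8OG; Compound dosing: 12.5 µM single point; Times: reaction 90 min, room temperature; Technique: fluorescence polarization readout.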
Tb MetRS inh: blocks T. brucei methionyl-tRNA synthetase activity; inhibition, % at 11.9 µM; 0.4% of 360,000 active; purified T. brucei MetRS, ATP depletion, Kinase-Glo luminescence; AID 624268;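 active = inhibition above a per-plate cutoff of the control wells' mean inhibition plus 3 SD, cut at about 5.5% in these data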;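 note: 0% = DMSO wells median and 100% = median of wells with control inhibitor compound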
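Material – parasite MetRS enzyme · Medium – HEPES-MgCl2-KCl buffer plus DTT, spermine, BSA, pyrophosphatase · Reagent – ATP, methionine and E. coli bulk tRNA substrates · Times – 15 min enzyme-compound preincubation, 2 h reaction, 10 min detection, 25 °C · Measured by – luminescence of leftover ATP · Evaluation – percent inhibition relative to median high and low control wells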
LMPTP block: LMPTP (human) inhibition | P24666 | recombinant LMPTP-A, OMFP fluorogenic substrate, fluorescence intensity | inhibition, % at 20 µM | 0.22% of 360,000 active | AID 651560;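 active = compounds that cut the enzyme signal by at least half of the control window in the single-dose screen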;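 note: plate controls were DMSO wells with enzyme plus substrate for no effect and substrate without enzyme for full effect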
Target sequence (P24666 whole entry, looked up): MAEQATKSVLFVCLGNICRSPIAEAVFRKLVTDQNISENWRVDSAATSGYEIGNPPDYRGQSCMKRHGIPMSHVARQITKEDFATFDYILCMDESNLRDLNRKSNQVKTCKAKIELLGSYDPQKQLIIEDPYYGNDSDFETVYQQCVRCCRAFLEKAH
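Material: LMPTP-A; amount: 0.625 nM enzyme; doses: single 20 µM dose; times: reaction 50 min, room temperature, dark; technique: fluorescence intensity of OMFP turnover product; benchmarks: no-enzyme and uninhibited controls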
SUMO1-SIM PPI: alters human SUMO1 binding to SIM partners | 0.33% of 360,000 active | SUMO1 binding to a labelled peptide, TR-FRET, 1 h | inhibition, % at 20 µM | P63165; in the data active = inhibition above about 37%
Target sequence (P63165 whole entry, looked up): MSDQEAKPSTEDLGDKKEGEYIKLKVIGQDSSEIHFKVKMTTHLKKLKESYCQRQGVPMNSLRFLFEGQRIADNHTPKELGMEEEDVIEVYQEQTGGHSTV
MLLE-PAM2 inh: blocks PAM2 peptide binding to the PABP1 MLLE domain | P11940 | GST-MLLE / FITC-PAM2 fluorescence polarization | inhibition, % at 20 µM | 0.36% of 360,000 active; in the data active = inhibition above about 35%, passing the limit was not always enough;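 note: plate controls were DMSO wells with GST-MLLE for no effect and wells lacking GST-MLLE protein for full effect; some results filed as inactive read as strong as hits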
NadD inh: inhibitors of Staphylococcus aureus NadD; purified NadD enzyme, colorimetric absorbance read-out; inhibition, % at 20 µM; 0.78% of 360,000 active; in the data active = inhibition above about 26%; note: some compounds past the cut are filed as inactive
Numbers without * were called inactive; i = inactive; nt = no result given; + = active, no number.

Start of the listing, in advance:
SMILES	STEP block	DNMT1 block	Scp1 inh	Rpn11 block	CSN deneddyl inh	Tb MetRS inh	LMPTP block	SUMO1-SIM PPI	MLLE-PAM2 inh	NadD inh
CO/N=C/c1ccc(N2CCN(C(=O)c3ccc(C)cc3)CC2)c([N+](=O)[O-])c1	2	-3	-12	i	-3	16*	2.1	-25	-10	-1
O=C(CC(c1ccccc1)c1ccccc1O)NCCN1CCOCC1 (centres undefined)	2	0	-1	i	-2	1.4	-4.0	8	10	-2
CC(=O)c1cccc(NC(=O)C2CCN(S(=O)(=O)c3cccs3)CC2)c1	-2	-1	-7	i	-5	-0.3	-1.2	0	-2	-5
CC(=O)Nc1ccc(NC(=O)/C(Cl)=C/c2ccccc2)cc1	3	-4	-14	i	5	-1.2	-0.2	-8	-10	-3
COc1ccc(C(=O)NC2CCCCCC2)cc1S(=O)(=O)N1CCOCC1	-1	1	-4	i	-1	-0.3	-0.4	-4	1	3
O=C(CSc1nc2c(c(=O)[nH]1)CCC2)Nc1cccc(F)c1	4	-1	-1	i	1	0.5	0.3	1	-23	7

The listing, from the start:
SMILES	STEP block	DNMT1 block	Scp1 inh	Rpn11 block	CSN deneddyl inh	Tb MetRS inh	LMPTP block	SUMO1-SIM PPI	MLLE-PAM2 inh	NadD inh
CO/N=C/c1ccc(N2CCN(C(=O)c3ccc(C)cc3)CC2)c([N+](=O)[O-])c1	2	-3	-12	i	-3	16*	2.1	-25	-10	-1
O=C(CC(c1ccccc1)c1ccccc1O)NCCN1CCOCC1 (centres undefined)	2	0	-1	i	-2	1.4	-4.0	8	10	-2
CC(=O)c1cccc(NC(=O)C2CCN(S(=O)(=O)c3cccs3)CC2)c1	-2	-1	-7	i	-5	-0.3	-1.2	0	-2	-5
CC(=O)Nc1ccc(NC(=O)/C(Cl)=C/c2ccccc2)cc1	3	-4	-14	i	5	-1.2	-0.2	-8	-10	-3
COc1ccc(C(=O)NC2CCCCCC2)cc1S(=O)(=O)N1CCOCC1	-1	1	-4	i	-1	-0.3	-0.4	-4	1	3
O=C(CSc1nc2c(c(=O)[nH]1)CCC2)Nc1cccc(F)c1	4	-1	-1	i	1	0.5	0.3	1	-23	7
O=C(CC(C(=O)c1ccccc1)c1ccccc1)c1ccccc1 (centres undefined)	2	8	-24	i	-1	-0.4	2.6	17	5	-4
CCCCN1C(=O)/C(=C(/C#N)C(N)=O)c2ccccc21	1	-2	-21	i	-3	-0.3	-1.8	-4	3	-2
O=C(c1ccc(N2CCNCC2)cc1)c1cccnc1	-1	-7	0	i	-1	-1.2	5.6	-12	-4	-3
CC1CN/C(=C\C(=O)c2ccc(Cl)cc2)C(=O)N1 (centres undefined)	1	3	-5	i	2	-0.5	-1.0	-22	6	1
Cc1cccc(NC(=O)[C@@H](NC(=O)[C@@H]2Cc3ccccc3CN2)C(C)C)c1	-1	-3	-6	i	-2	-0.3	-1.1	2	4	0
CCOC(=O)C1=CCC(c2ccc(F)cc2)N(S(=O)(=O)c2ccc(C)cc2)C1 (centres undefined)	2	7	nt	i	-3	-0.8	0.8	2	4	-6
OCCC1CN(Cc2ccc3nsnc3c2)CCN1C1CCCCC1 (centres undefined)	3	-1	-13	i	-1	-0.2	-1.3	-20	9	-2
CC(NC(=O)C1(C)CC1(Br)Br)C(C)(C)C (centres undefined)	-1	2	9	i	0	-0.5	-1.2	1	3	-1
CC(Sc1nnc(C2CC2)n1C1CC1)C(=O)N(C)C1(C#N)CCCCC1 (centres undefined)	0	0	-3	i	-7	-0.4	-1.2	0	4	-1

Look-ups from the list.
Entry for CO/N=C/c1ccc(N2CCN(C(=O)c3ccc(C)cc3)CC2)c([N+](=O)[O-])c1 under SUMO1-SIM PPI: -25
Entry for CCCCN1C(=O)/C(=C(/C#N)C(N)=O)c2ccccc21 under SUMO1-SIM PPI: -4
Entry for O=C(CSc1nc2c(c(=O)[nH]1)CCC2)Nc1cccc(F)c1 under DNMT1 block: -1

(cont.)
SMILES	STEP block	DNMT1 block	Scp1 inh	Rpn11 block	CSN deneddyl inh	Tb MetRS inh	LMPTP block	SUMO1-SIM PPI	MLLE-PAM2 inh	NadD inh
O=C(CSc1nccc(=O)[nH]1)Nc1ccc(S(=O)(=O)N2CCOCC2)cc1	-2	-1	-4	i	-1	-0.3	-0.8	0	26	6
O=C(NC1CC1)c1ccc(NC(=O)C2CCC2)cc1	3	1	4	i	3	-0.4	-1.4	-1	16	-4
O=C(NCc1ccccc1OC(F)(F)F)C1CCC(=O)N(Cc2cccc(F)c2)C1 (centres undefined)	-3	0	-10	i	2	-0.2	-1.0	5	-1	-1
Cc1ccc2nc(NC(=O)c3ccc(S(=O)(=O)N4CCCc5ccccc54)cc3)sc2c1	121*	95*	-6	+	-4	-0.5	1.0	1	0	17
Cc1ccnc(SCc2cc(=O)c(OC(=O)c3cc([N+](=O)[O-])ccc3Cl)co2)n1	2	14	-7	i	-1	-0.3	-1.3	-8	35	-6
Cc1cc(C)cc(N2C(=O)CC(Sc3ccccc3C(=O)O)C2=O)c1 (centres undefined)	-1	5	-9	i	3	-1.3	-1.2	0	41*	-4
CC12CCC(=O)N1C(C(=O)OCC(=O)Nc1ccc(Cl)c(Cl)c1)CS2 (centres undefined)	0	-6	-9	i	-2	1.1	-0.8	3	-9	-3
CCC1([N+](=O)[O-])COC(c2ccc(C(C)C)cc2)OC1 (centres undefined)	1	6	-4	i	5	-0.1	0.3	4	-2	-3
Cc1nc(CSc2nsc(/C=C/N(C)C)c2C#N)cs1	-1	-11	-1	nt	45*	0.1	1.5	-9	-59	0
Cc1ccc(Sc2nc(C)cc(C)c2S(C)(=O)=O)cc1	1	-3	3	i	0	-0.5	0.2	2	9	7
O=C(NNC(=O)c1c(F)cccc1F)c1ccccc1-n1cccc1	-1	1	-3	i	10	-0.2	0.3	3	5	-7
Cc1ccc(C)c(NS(=O)(=O)c2cc(Br)cnc2N)c1	9	-2	-5	i	-2	-0.6	0.3	1	-13	0
CCOc1ccc(CCNC(=O)c2cc3sc(Cl)cc3n2C)cc1OCC	-2	2	-11	i	4	-1.0	-0.1	2	3	-11
Cc1ccc(S(=O)(=O)N2CCN(c3cccc(C)c3)CC2)cc1	2	6	-8	i	-4	-0.7	3.1	3	0	-6
O=C(Nc1ccccc1)N1CCSCC1	0	-2	-1	i	3	0.6	-3.0	-2	20	5

Sorted by the number under STEP block (falling): three of the compounds above
SMILES	STEP block	DNMT1 block	Scp1 inh	Rpn11 block	CSN deneddyl inh	Tb MetRS inh	LMPTP block	SUMO1-SIM PPI	MLLE-PAM2 inh	NadD inh
Cc1ccc(S(=O)(=O)N2CCN(c3cccc(C)c3)CC2)cc1	2	6	-8	i	-4	-0.7	3.1	3	0	-6
Cc1cc(C)cc(N2C(=O)CC(Sc3ccccc3C(=O)O)C2=O)c1 (centres undefined)	-1	5	-9	i	3	-1.3	-1.2	0	41*	-4
CCOc1ccc(CCNC(=O)c2cc3sc(Cl)cc3n2C)cc1OCC	-2	2	-11	i	4	-1.0	-0.1	2	3	-11

More results.
SMILES	STEP block	DNMT1 block	Scp1 inh	Rpn11 block	CSN deneddyl inh	Tb MetRS inh	LMPTP block	SUMO1-SIM PPI	MLLE-PAM2 inh	NadD inh
C[n+]1ccccc1/C=C/c1ccc(F)c(F)c1	1	4	102*	i	-5	-0.3	0.0	-14	-125	18
Fc1cccc(NC(=S)N2CCc3ccccc32)c1	1	2	-5	i	4	0.1	0.8	4	-65	-2
CCOC(=O)c1nn(C23CC4CC(CC(C4)C2)C3)c2c1C(=O)N(c1ccc(C)cc1)C2=O	6	-6	-9	i	-1	0.2	4.0	-4	11	7
Cc1ccc(Nc2c([N+](=O)[O-])c(=O)n(C)c3ccccc23)cc1C	0	-4	-8	i	-2	0.4	0.9	-13	-2	3
COCC(C)N1CCC(n2nccc2NC(=O)CCOc2ccccc2)CC1 (centres undefined)	-1	-2	-8	i	-2	-0.3	0.5	0	-4	-8
Cc1cccc(OCC(=O)NNC(=O)C2CCCCC2C(=O)O)c1 (centres undefined)	-2	3	-3	i	-8	-0.5	-0.5	3	-12	-1
O=C(C[C@@H]1C/C=C\C[C@H](NC(=O)OCC2c3ccccc3-c3ccccc32)C(=O)O[C@H](c2ccccc2)CNC1=O)NCCO	2	-7	12	i	4	-0.2	-0.5	-2	-19	4
CCOC(=O)C1=C(O)C(=O)N(c2ccccc2)C1c1cccc([N+](=O)[O-])c1 (centres undefined)	-2	-2	-5	i	0	0.1	-1.6	-5	-2	3
CCOC(=O)c1c(C)n(C)c2ccc(OCC(O)CN3CCC(C)CC3)cc12 (centres undefined)	2	3	-9	i	-5	-0.7	-1.2	3	-3	-3
COc1cc(OC)c(Cl)cc1N	1	-35	-5	i	-3	-0.2	-0.8	2	-5	3
Cc1ccc(C)c(OCCC(=O)OCC(=O)NC(=O)NCc2ccccc2)c1	0	1	-7	i	-4	-0.2	1.9	5	-12	-8
NC(=O)c1ccsc1NC(=O)COC(=O)Cc1cccc2ccccc12	-1	-4	-15	i	7	0.5	6.3	9	-8	-5
Cc1ccnc(NS(=O)(=O)c2ccc(Cl)nc2)c1	0	-2	-7	i	2	0.9	-0.8	-3	9	1
O=C(CN1CCN(c2ccccc2O)CC1)NC(c1ccccc1)c1ccccc1	-5	-10	-9	i	-6	-0.4	-0.7	3	0	-6
O=C(O)Cn1cnc2scc(-c3ccccc3)c2c1=O	0	1	-2	i	0	-0.5	-0.4	8	-3	5
Cc1occc1C(=O)Nc1ccc2c(c1)OCO2	0	-2	-5	i	0	-1.6	0.8	1	-4	-3
Cc1cccc(-n2c(C)nc3cc(C(=O)NCc4ccc5c(c4)OCO5)ccc32)c1	-2	-4	-6	i	5	-0.5	0.3	0	-14	2

Compound activity (PubChem)
